Screening results: PubChem BioAssay, National Center for Advancing Translational Sciences (NCATS)
TrxR1 substrate = substrates of rat thioredoxin reductase 1. O89049. purified TrxR1 substrate turnover, NADPH consumption readout. Potency, µM (series often up to 114 µM), inactives show top-dose activity change, negative = substrate turnover. 390,000 compounds, 0.01% hits. AID 588456; note: % is set by controls: 0 for no effect and ±100 for the full control effect; nearly all actives have a fitted effect of over 50% in size
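Rat TrxR1, dispensed at 90 nM, was prereduced with 400 uM NADPH (final) for 5 min at ~22 deg C, then incubated with compound 15 min before 400 uM selenite. A first-read NADPH fluorescence drop versus no-compound background flagged substrates.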
Vif-APOBEC3F blk = Vif-A3F binding inhibition; HeLa A3F-eYFP + Vif (tagged APOBEC3F with the HIV-1 protein that degrades it), YFP fluorescence increase; 390,000 compounds, 0.2% hits; Potency, µM (highest dose often 46.1 µM), without a hit: at the highest dose activity, negative = active; note: % of control where 0% means no effect; nearly all actives have a fitted effect of over 65% in size
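HeLa cells stably expressing A3F-eYFP plus Vif, plated and incubated overnight at 37 deg C, then exposed to compounds overnight at 37 deg C. Blocked degradation read as raised yellow fluorescence (Ex 488/Em 500-530).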
rTrxR1 inhibitor = inhibitors of rat thioredoxin reductase 1. O89049. recombinant rTrxR1, NADPH fluorescence consumption, selenite substrate. Potency, µM (series often up to 114 µM), without a hit: at the highest dose activity change, negative = inhibition, most hits filed as inhibitors. 390,000 compounds, 1% hits. AID 588453; note: % is set by controls: 0 for no effect and ±100 for the full control effect; nearly all actives have a fitted effect of over 65% in size
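Rat TrxR1 (90 nM in the dispensed reagent) was pre-reduced with 400 uM NADPH for 5 min at room temperature, then incubated with compound for 15 min. After 400 uM selenite was added, NADPH fluorescence (Ex 340/Em 450 nm) was followed for 8 min.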
Vif-APOBEC3G blk = inhibitors of Vif-APOBEC3G interaction; Q9HC16; HeLa A3G-eYFP + Vif (tagged APOBEC3G with the HIV-1 protein that degrades it), YFP fluorescence, overnight; Potency, µM (top dose mostly 46.1 µM), for inactives: at the top dose activity, negative = active, hits mostly inhibitors; 410,000 compounds, 0.076% hits; AID 602310;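 note: % is set by controls: 0 for no effect and ±100 for the full control effect; nearly all actives have a fitted effect of over 60% in size; hits raise eYFP signal because A3G escapes Vif-driven loss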
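HeLa cells stably expressing Vif and C-terminally eYFP-tagged A3G, seeded overnight at 37 deg C, then exposed to compound by pintool overnight at 37 deg C. Rise in yellow fluorescence (Ex 488/Em 500-530, Acumen) marks blocked Vif-driven A3G degradation.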
mIDH1 inhibitor = human IDH1 R132H inhibition; O75874; IDH1-R132H enzyme, NADPH consumption, diaphorase/resazurin fluorescence; Potency, µM (series often up to 76.6 µM), for the others: at the highest dose activity change, negative = inhibition, most hits filed as inhibitors; 390,000 compounds, 0.093% hits; AID 602179; note: % is set by controls: 0 for no effect and ±100 for the full control effect; nearly all actives have a fitted effect of over 65% in size
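IDH1-R132H (0.5 ug/mL dispensed) in pH 7.5 Tris buffer was preincubated 30 min with compound, then given a substrate mix of 0.016 mM NADPH and 2 mM alpha-KG for 80 min at room temperature; remaining NADPH was read by diaphorase/resazurin fluorescence.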
USP1 inh = USP1/UAF1 (human) deubiquitinase inhibition; O94782; Potency, µM (top dose mostly 57.1 µM), for the others: top-dose activity change, negative = inhibition, most hits filed as inhibitors; 390,000 compounds, 0.23% hits; recombinant USP1/UAF1, Ub-Rhodamine cleavage fluorescence; AID 743255; note: % is set by controls: 0 for no effect and ±100 for the full control effect; nearly all actives have a fitted effect of over 60% in size; inactives centre near -12
Target sequence (O94782 whole entry, looked up): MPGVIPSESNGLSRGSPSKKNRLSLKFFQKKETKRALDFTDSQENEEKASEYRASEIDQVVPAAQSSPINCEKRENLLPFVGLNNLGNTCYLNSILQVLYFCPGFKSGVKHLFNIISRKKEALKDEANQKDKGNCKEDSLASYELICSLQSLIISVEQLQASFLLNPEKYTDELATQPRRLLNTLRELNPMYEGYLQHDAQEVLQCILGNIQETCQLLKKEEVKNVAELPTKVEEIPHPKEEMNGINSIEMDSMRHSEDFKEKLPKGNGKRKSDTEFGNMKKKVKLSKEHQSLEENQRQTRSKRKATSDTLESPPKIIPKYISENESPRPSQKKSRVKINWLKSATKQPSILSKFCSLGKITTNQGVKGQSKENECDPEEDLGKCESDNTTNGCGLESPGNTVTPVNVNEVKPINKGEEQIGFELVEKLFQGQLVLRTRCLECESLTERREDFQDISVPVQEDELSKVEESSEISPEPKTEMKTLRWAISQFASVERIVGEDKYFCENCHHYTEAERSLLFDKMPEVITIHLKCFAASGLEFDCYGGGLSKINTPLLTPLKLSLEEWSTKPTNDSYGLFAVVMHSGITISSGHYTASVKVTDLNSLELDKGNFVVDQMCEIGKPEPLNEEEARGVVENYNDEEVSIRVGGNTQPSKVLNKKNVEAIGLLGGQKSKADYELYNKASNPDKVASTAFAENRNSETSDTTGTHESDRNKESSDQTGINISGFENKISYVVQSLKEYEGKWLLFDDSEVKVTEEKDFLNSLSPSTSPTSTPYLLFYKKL
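Step one: compound is pinned into 1nM USP1/UAF1 in HEPES pH 7.8 buffer with TCEP. Step two: 15 min room-temperature incubation. Step three: Ub-Rho (150nM final) starts cleavage, tracked by fluorescence over six one-minute reads.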
RXFP1 agonist = activates the human relaxin receptor RXFP1 | HEK293T-RXFP1 cAMP TR-FRET, 30 min; response scale: percent of porcine relaxin response, buffer zero | AID 2676 | 370,000 compounds, 0.3% hits | Potency, µM (series often up to 57.5 µM), inactives show top-dose activation, most hits filed as activators | Q9HBX9; note: % is set by controls: 0 for no effect and ±100 for the full control effect; nearly all actives have a fitted effect of over 60% in size; many of its hits are not listed in these tables
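Agonist response is measured as cAMP accumulation in an RXFP1-transfected HEK293T line under PDE4 inhibition. Values are scaled between buffer-only and 29 nM porcine relaxin, and EC50s come from standard Hill equation fits.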
RGS4 inhibitor = blocks human RGS4-accelerated GTP hydrolysis. P49798. Transcreener GDP fluorescence polarization, RGS4-accelerated GTP hydrolysis. Potency, µM (top dose mostly 114 µM), for the others: top-dose activity change, negative = inhibition, usual class: inhibitors. 390,000 compounds, 0.039% hits. AID 504845; note: % is set by controls: 0 for no effect and ±100 for the full control effect; nearly all actives have a fitted effect of over 75% in size; some results filed as inactive show a strong effect at the top dose
Target sequence (P49798 whole entry, looked up): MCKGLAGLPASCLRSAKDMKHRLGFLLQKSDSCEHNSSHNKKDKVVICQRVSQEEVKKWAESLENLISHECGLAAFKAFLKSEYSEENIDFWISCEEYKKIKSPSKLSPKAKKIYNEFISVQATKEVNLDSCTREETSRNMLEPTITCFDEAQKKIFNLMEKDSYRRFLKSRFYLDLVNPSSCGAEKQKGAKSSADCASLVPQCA
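MLSMR compounds (23 nl, pin-transferred) preincubated 10 min at room temperature with a 500nM (2x) first reagent, then RGS4 at 900nM (2x) plus Transcreener GDP mix added; fluorescence polarization (620/688 nm) read before and after 90 min at 30 °C.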
ALOX12 inh = ALOX12 (human) lipoxygenase inhibition | P18054 | purified 12hLO, xylenol orange hydroperoxide absorbance | Potency, µM (highest dose often 108 µM), for inactives: at the highest dose activity change, negative = inhibition, actives largely listed as inhibitors | 580,000 compounds, 1.1% hits; note: % is set by controls: 0 for no effect and ±100 for the full control effect
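Hydroperoxide product was detected by ferrous iron/xylenol orange as the 573 to 405 nm absorbance ratio. Arachidonic acid at 40 uM (final) was turned over for 30 min at room temperature by 150 nM human 12hLO, pH 7.0 Hepes buffer, after 15 min compound preincubation.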
Starred values were filed as active, the others as inactive; ? = inconclusive; / = not tested or not shown; [ ] = another dose, or the depositor's remark. Calls come from the whole dose curve; as a rule, active = well fitted curve in the direction sought with a large enough effect; inconclusive = small, poorly fitted or top-dose-only effect, or another doubt; inactive = no such curve, though single readings can be large; an effect the other way counts as inactive or inconclusive. Potency is the fitted concentration of half-maximal effect. Not all compounds are listed, so the mix of outcomes need not match the whole.

SMILES	TrxR1 substrate	Vif-APOBEC3F blk	rTrxR1 inhibitor	Vif-APOBEC3G blk	mIDH1 inhibitor	USP1 inh	RXFP1 agonist	RGS4 inhibitor	ALOX12 inh
CCC(Oc1ccc(C)c(C)c1)C(=O)N1CCCN(C)CC1 (stereo not given)	0%	4%	19%	-2%	3%	-17%	-1.9%	-16%	-8%
O=C(NCc1nc2ccccc2[nH]1)C1=C[C@H](c2coc3ccccc3c2=O)C[C@H](OCCCCO)O1	8%	-6%	18%[57.1 µM]	0%	8%	-30%	/	0%	39%[activator]
COc1ccccc1CNS(=O)(=O)CCNCc1ccco1	6%	7%	17%	5%	20%	-24%	/	12%	33%[activator]
CC(C)Nc1ccc(-c2nc(-c3ccco3)no2)cc1[N+](=O)[O-]	1%	11%	9%	1%	21%	-23%	0.2%	-14%	-9%
Cc1nc([N+](=O)[O-])cn1CC(=O)Nc1ccc2c(c1)OCO2	3%	-7%	15%	2%	7%	-20%	0.5%	1%	-4%
CCOC(=O)c1ccc(N2C(=O)c3n[nH]c(C)c3C2c2ccc(OCC)cc2)cc1 (stereo not given)	-8%	-3%	20%	-9%	-18%	-28%	4.5%	-17%	?
O=C(c1ccncc1)N1N=C(c2ccc(Cl)cc2)CC1c1ccccc1O (stereo not given)	-3%	-14%	2%	-15%	52µM*	-7%	1.2%	8%	?
COC(=O)COc1ccc(C2NC(=O)NC(C)=C2C(=O)NCc2ccccc2)cc1OC (stereo not given)	9%	14%	13%	4%	10%	-9%	2.5%	6%	15%
Cc1ccccc1NC(=O)Cc1nnc(SCC(=O)NC2=NCCS2)n1C	4%	-12%	16%	-1%	1%	-7%	3.7%	0%	-26%
CCCCCCCCCOC(=O)C[n+]1csc(CCO)c1C	-6%	-2%	2%	12%	3%	-3%	0.8%	6%	0%
Cc1nc2ccccc2cc1C(=O)NCc1ccco1	6%[57.1 µM]	-3%	-11%[57.1 µM]	1%	2%	3%	0.2%	-40%	-11%
Cc1cc(C)n(-c2ccc(C(=O)OCC(=O)NCc3ccco3)cc2)n1	-4%	-7%	-7%	-5%	-3%	-18%	0.0%	-20%	0%
COc1ccc(NC(=O)Nc2cccs2)cn1	3%	8%	-18%	-3%	5%	?	-6.0%	-35%	?
Cc1c(C(=O)N(C)C)sc2nc(-c3ccccn3)[nH]c(=O)c12	11%[57.1 µM]	0%	12%[57.1 µM]	-2%	-3%	-12%	-1.0%	12%	-17%
O=C(CN1CCC(n2nnc3cc(C(F)(F)F)ccc32)CC1)Nc1ccc2c(c1)OCCO2	-5%	-9%	-12%	1%	2%	-20%	1.7%	-5%[56.9 µM]	0%
COc1cc(C(=O)NCCSc2ccc(Cl)cc2)cc(OC)c1OC	-6%	-3%	-1%	1%	6%	-22%	-0.7%	-2%	?
CCc1ccccc1NCc1cc(=O)oc2cc(C)ccc12	4%	0%	10%	3%	-3%	-21%	-0.6%	-6%	3%
NC(=O)c1cccc(CS(=O)(=O)c2ccc(Cl)cc2)c1	12%	8%	35%	-1%	5%	-27%	0.6%	26%	0%
CCCN(CCC)CCCNC(=S)Nc1ccc2nc(N3CCCC3)cc(C)c2c1	9%	-9%	5%	5%	-4%	-15%	3.2%	12%	-5%
O=C(Nc1ccc(F)cc1)N1CCc2ccccc2C1	-22%[11.4 µM]	-10%	18%[11.4 µM]	0%	10%	-4%	-0.8%	?	-13%
COc1ccc(CN(Cc2cccn2C)S(=O)(=O)c2ccc(F)cc2)cc1	-4%	-1%	5%	-4%	8%	-4%	5.2%	-11%	0%
CN(C)CCNC(=O)c1sc2nc(-c3ccccc3)cc(C(F)(F)F)c2c1N	-2%	?	1%	?	-10%	-17%	2.7%	-16%	-28%
CCCC(=O)Oc1ccc(-c2nccc(C(OC)OC)n2)cc1	3%	-17%	9%	4%	5%	-11%	0.1%	-6%	14%
NC(=S)N/N=C/c1ccc([N+](=O)[O-])cc1	-10%	1%	-20%	-5%	5%	-19%	0.3%	-25%	-10%
COc1ccc(Cl)cc1N(C(C)C(=O)O)S(C)(=O)=O (stereo not given)	2%	11%	19%	-6%	-3%	-10%	2.8%	-18%	-12%
COc1ccc(CNC(=O)C2CCNCC2)cc1	-3%	2%	?	0%	-3%	-3%	-0.2%	34%	0%
CSCCC(NC(=O)c1ccccc1Cl)C(=O)NCC1COc2ccccc2O1 (stereo not given)	-2%	-8%	5%	2%	-1%	-11%	-0.1%	26%	6%
CN(C)C(=O)c1cc(C(=O)c2ccccc2Cl)c[nH]1	-11%[57.1 µM]	11%	23%[57.1 µM]	0%	8%	-10%	0.7%	2%	-10%
O=C(c1cc(O)c(O)c([N+](=O)[O-])c1)c1ccccc1F	?	0%	?	-3%	4%	9%	-2.4%	-11%[56.9 µM]	?
O=C(c1ccc2nc(N3CCOCC3)sc2c1)N1CCC(Cc2ccccc2)CC1	4%[57.1 µM]	2%	0%[57.1 µM]	0%	1%	-13%	3.6%	-17%	10%
COc1ccccc1CNC(=O)C1CCN(C2=NS(=O)(=O)C(c3ccc(C)c(C)c3)=C2C)CC1	2%[57.1 µM]	-20%	8%[57.1 µM]	-3%	-6%	-24%	7.1%	5%	-3%
COC(=O)c1ccc(NS(=O)(=O)c2ccc3c(c2)oc(=O)n3C)cc1	0%[57.1 µM]	1%	22%[57.1 µM]	0%	-15%	-10%	2.5%	5%	118%
CCOC(=O)c1c(C)[nH]c(N=Nc2ccc(C)cc2C)c1C	-19%	1%	-19%	0%	2%	-17%	-0.6%	2%	0%
CCc1nc(Sc2nc(C)cc(C)n2)c2oc3ccccc3c2n1	-3%	2%	-24%	?	3%	-12%	2.6%	13%	0%
Cc1ccc(Cn2nnc3c(=O)[nH]c(C4CCCN(C(=O)Nc5ccc(F)cc5F)C4)nc32)cc1 (stereo not given)	4%[57.1 µM]	-8%	11%[57.1 µM]	0%	-2%	-11%	0.2%	-8%	?
O=C(CSc1ccccn1)N1CCN(S(=O)(=O)c2ccc(Cl)cc2)CC1	-3%[57.1 µM]	-3%	3%[57.1 µM]	1%	0%	-7%	0.2%	-21%	?
COc1ccccc1CN(C)C(=O)COC(=O)c1c(C)noc1C	4%[57.1 µM]	5%	-4%[2.29 µM]	1%	7%	0%	/	9%	-13%
Cc1c(CN2CC[C@@H](N3CCN(c4ccccn4)CC3)[C@H](O)C2)[nH]c2ccc(F)cc12	0%	-6%	16%	4%	3%	2%	0.5%	7%	-6%
CCOC(=O)C1=C2SCC(=O)N2C(N)=C(C#N)C1	-2%	0%	-15%	1%	5%	-25%	-1.0%	-5%	-21%
CC1CCN(C(=O)CCNC(=O)c2ccccc2)CC1	-2%	-16%	-2%	0%	-5%	?	5.0%	-10%	-21%
CC(C)N(C(=O)Cn1cc(SCC(=O)N2CCCC2)c2ccccc21)C(C)C	4%[57.1 µM]	3%	28%[57.1 µM]	0%	-3%	-13%	2.1%	0%	0%
O=C(COC(=O)CCc1nc2ccccc2c(=O)[nH]1)Nc1ccccc1	5%	7%	12%	1%	2%	?	/	-3%	-13%
COc1ccccc1NC(=O)CCN1C(=O)c2ccccc2S1(=O)=O	-10%	-1%	-12%	0%	2%	?	2.7%	22%	-1%

Grouped by structure, the entries above containing an NH in an aromatic ring (eight)
SMILES	TrxR1 substrate	Vif-APOBEC3F blk	rTrxR1 inhibitor	Vif-APOBEC3G blk	mIDH1 inhibitor	USP1 inh	RXFP1 agonist	RGS4 inhibitor	ALOX12 inh
O=C(NCc1nc2ccccc2[nH]1)C1=C[C@H](c2coc3ccccc3c2=O)C[C@H](OCCCCO)O1	8%	-6%	18%[57.1 µM]	0%	8%	-30%	/	0%	39%[activator]
CCOC(=O)c1ccc(N2C(=O)c3n[nH]c(C)c3C2c2ccc(OCC)cc2)cc1 (stereo not given)	-8%	-3%	20%	-9%	-18%	-28%	4.5%	-17%	?
Cc1c(C(=O)N(C)C)sc2nc(-c3ccccn3)[nH]c(=O)c12	11%[57.1 µM]	0%	12%[57.1 µM]	-2%	-3%	-12%	-1.0%	12%	-17%
CN(C)C(=O)c1cc(C(=O)c2ccccc2Cl)c[nH]1	-11%[57.1 µM]	11%	23%[57.1 µM]	0%	8%	-10%	0.7%	2%	-10%
CCOC(=O)c1c(C)[nH]c(N=Nc2ccc(C)cc2C)c1C	-19%	1%	-19%	0%	2%	-17%	-0.6%	2%	0%
Cc1ccc(Cn2nnc3c(=O)[nH]c(C4CCCN(C(=O)Nc5ccc(F)cc5F)C4)nc32)cc1 (stereo not given)	4%[57.1 µM]	-8%	11%[57.1 µM]	0%	-2%	-11%	0.2%	-8%	?
Cc1c(CN2CC[C@@H](N3CCN(c4ccccn4)CC3)[C@H](O)C2)[nH]c2ccc(F)cc12	0%	-6%	16%	4%	3%	2%	0.5%	7%	-6%
O=C(COC(=O)CCc1nc2ccccc2c(=O)[nH]1)Nc1ccccc1	5%	7%	12%	1%	2%	?	/	-3%	-13%
